Assay outcomes as filed in PubChem.
aSyn rescue: rescues yeast growth from alpha-synuclein toxicity | Yeast expressing alpha-synuclein, growth rescue, BacTiter-Glo, 24 h | 370,000 compounds, 0.14% hits | AID 652106 | Potency, µM (top dose mostly 46.1 µM), without a hit: top-dose growth rescue (activation), usual class: activators; note: potency is the fitted concentration of half-maximal effect; % of control where 0% means no effect; nearly all actives have a fitted effect of over 65% in size
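Galactose-induced alpha-syn yeast (OD600=0.02, raffinose-pregrown) + pinned cpd, 24 hr, 30 deg C; growth by BacTiter-Glo luminescence. Growth restoration scores as activation.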
EPAC2 antagonist: blocks human EPAC2 exchange factor | 360,000 compounds, 0.18% hits | Q8WZA2 | Potency, µM (titrated, usually from 114 µM), for the others: top-dose activity, negative = inhibition, actives largely listed as inhibitors | EPAC2 GEF exchange of Rap1B-BODIPY-GDP, fluorescence | AID 720708; note: potency is the fitted concentration of half-maximal effect; % is set by controls: 0 for no effect and ±100 for the full control effect; nearly all actives have a fitted effect of over 45% in size; many of its hits are not listed in these tables
Target sequence (Q8WZA2 whole entry, looked up): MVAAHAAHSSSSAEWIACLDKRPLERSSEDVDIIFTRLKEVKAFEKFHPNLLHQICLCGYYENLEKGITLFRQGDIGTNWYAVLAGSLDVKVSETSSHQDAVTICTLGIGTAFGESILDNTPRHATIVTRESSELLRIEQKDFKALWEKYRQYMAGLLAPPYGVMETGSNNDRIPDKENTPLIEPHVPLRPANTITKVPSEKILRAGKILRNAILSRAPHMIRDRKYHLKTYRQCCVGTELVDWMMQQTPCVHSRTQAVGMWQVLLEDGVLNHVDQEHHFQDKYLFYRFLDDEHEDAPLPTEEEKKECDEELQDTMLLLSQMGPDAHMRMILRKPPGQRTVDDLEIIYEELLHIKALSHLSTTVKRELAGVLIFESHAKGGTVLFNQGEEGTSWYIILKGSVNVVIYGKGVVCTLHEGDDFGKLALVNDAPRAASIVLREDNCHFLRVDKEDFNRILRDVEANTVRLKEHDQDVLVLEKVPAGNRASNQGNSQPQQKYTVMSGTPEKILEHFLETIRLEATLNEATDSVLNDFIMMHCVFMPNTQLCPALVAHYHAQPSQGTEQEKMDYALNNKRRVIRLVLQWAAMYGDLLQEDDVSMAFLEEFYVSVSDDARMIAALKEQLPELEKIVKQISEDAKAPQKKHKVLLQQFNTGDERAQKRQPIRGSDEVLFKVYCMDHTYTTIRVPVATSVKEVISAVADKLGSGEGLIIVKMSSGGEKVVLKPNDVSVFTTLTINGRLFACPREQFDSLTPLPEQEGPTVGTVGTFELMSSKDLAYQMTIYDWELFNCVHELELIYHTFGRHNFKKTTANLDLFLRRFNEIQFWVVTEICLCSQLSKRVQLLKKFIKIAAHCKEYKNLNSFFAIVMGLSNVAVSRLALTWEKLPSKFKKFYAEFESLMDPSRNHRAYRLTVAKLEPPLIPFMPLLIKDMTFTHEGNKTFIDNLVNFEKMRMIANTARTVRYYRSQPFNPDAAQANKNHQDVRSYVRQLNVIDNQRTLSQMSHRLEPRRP
FUS suppressor: rescues growth of FUS-expressing yeast; S. cerevisiae FUS-expressing, growth rescue, OD600, 24 h; Potency, µM (titrated, usually from 76.6 µM), for the others: at the top dose growth rescue (activation), actives largely listed as activators; 390,000 compounds, 0.24% hits;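 note: potency is the fitted concentration of half-maximal effect; plate controls were DMSO vehicle for no effect and reference control for full effect; nearly all actives have a fitted effect of over 55% in size; some results filed as inactive show a strong effect at the top dose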
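Cultures pregrown in 2.5% raffinose medium are shifted to minimal medium containing 2% galactose to express toxic FUS. Compounds are tested at several concentrations. After 24hr at 30C, growth is quantified at 600 nm absorbance.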
Abeta yeast res: A-beta toxicity reversal in yeast; AID 1347071; Potency, µM (series often up to 46.1 µM), inactives show top-dose growth rescue, actives largely listed as activators; 410,000 compounds, 0.063% hits; yeast expressing A-beta42, growth rescue, OD600, 48 h; response scale: 0% DMSO, 100% iron-clioquinol control; note: potency is the fitted concentration of half-maximal effect; nearly all actives have a fitted effect of over 55% in size
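Yeast A-beta toxicity model in growth medium with pinned compounds, 48 h at 30 C; growth read as absorbance at 600 nm. Normalized to FeCl3/clioquinol equimolar mix (positive) and DMSO (negative).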
TDP-43 yeast inh: TDP-43 toxicity inhibition in yeast. AID 652104. TDP-43 expressing yeast growth rescue, BacTiter-Glo, 24 h. Potency, µM (series often up to 46.1 µM), for the others: at the highest dose growth rescue (activation), most hits filed as activators. 410,000 compounds, 1.8% hits; note: potency is the fitted concentration of half-maximal effect; % of control where 0% means no effect; nearly all actives have a fitted effect of over 50% in size
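Cell-based yeast growth screen: TDP-43 expression induced in galactose, inoculum OD600=0.02 after raffinose pregrowth to mid-log. Read-out BacTiter-Glo luminescence at 24 hr, 30 deg C; inhibition of toxicity seen as signal increase.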
DRD3 antagonist: D3 dopamine receptor (human) antagonism | P35462 | D3R cells, DiscoveRx beta-arrestin luminescence, antagonist mode; hits give low values | max response, negative = inhibition, % | 360,000 compounds, 2.5% hits | AID 652054; in the data active = max response below about -50%; inconclusive = no clear call, values can overlap the other calls; note: % is set by controls: 0 for no effect and ±100 for the full control effect; mostly tested at two doses, the higher about 12 µM
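Cells expressing the human receptor were seeded at 1500 cells/well, incubated overnight at 37 degrees C in 5% CO2, then exposed to library compounds with dopamine controls for 90 minutes at 37 degrees C before luminescent detection.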
DRD3 agonist: D3 dopamine receptor (human) agonism; max activation, %; D3R DiscoveRx beta-arrestin cells, luminescence, 90 min; 410,000 compounds, 0.58% hits; P35462; AID 652048; in the data active = max activation above about 30%; note: 0% is about no effect; mostly tested at two doses, the higher about 12 µM
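Cells at 1500/well, incubated overnight, then treated with pinned compounds (dopamine as control) for 90 min at 37 degrees C. DiscoveRx reagent added for 30 - 60 minutes at room temperature; luminescence read.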
EPAC2 ag: activates human EPAC2 exchange factor; 360,000 compounds, 0.079% hits; EPAC2 activation, biochemical qHTS; response scale: 100% = 6.5 mM cAMP response; Q8WZA2; AID 720711; Potency, µM (top dose mostly 154 µM), without a hit: at the highest dose activation, hits mostly activators; note: potency is the fitted concentration of half-maximal effect; nearly all actives have a fitted effect of over 50% in size
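Guanine nucleotide exchange by EPAC2 is measured as reduced fluorescence of BODIPY-GDP once it is released from 250 nM Rap1B. Plates are read kinetically for 30 min at room temperature; results are scaled to 6.5 mM cAMP.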
The depositor's hits bear a star; ? = inconclusive; nt = not tested or not shown; [ ] = remark or other dose. Unless noted, calls come from the whole dose curve; as a rule, active = well fitted curve in the direction sought with a large enough effect; inconclusive = small, poorly fitted or top-dose-only effect, or another doubt; inactive = no such curve, though single readings can be large; an effect the other way counts as inactive or inconclusive. These rows are one share of the data; rates above refer to the full screens.

structure	aSyn rescue	EPAC2 antagonist	FUS suppressor	Abeta yeast res	TDP-43 yeast inh	DRD3 antagonist	DRD3 agonist	EPAC2 ag
COc1ccc(S(=O)(=O)N(C)C[C@H]2Oc3ccc(NC(=O)Cc4ccccc4)cc3C(=O)N([C@H](C)CO)C[C@@H]2C)cc1	1.0%	-13.8%	28.2µM*	-2.7%	18.0%	0.7	3.6	12.5%
O=C(Nc1ccccc1N1CCN(C(=O)c2ccccc2)CC1)c1cc2ccccc2o1	-0.9%	-0.4%	-7.7%	13.1%	4.3%	51.5	4.2	6.1%
Cc1cc(NC(=O)CN2CCN(S(=O)(=O)c3ccc(Cl)cc3)CC2)no1	-0.1%	3.6%	-1.6%	21.7%	-11.7%	0.7	4.7	6.5%
CN(Cc1ccco1)c1ncnc2ccc(-c3ccc4c(ccn4C)c3)cc12	nt	4.5%	?	-18.6%	nt	nt	nt	14.2%
CCOc1ccc(-n2ccn(CC(=O)NCCc3ccccc3)c(=O)c2=O)cc1	-0.1%	-1.4%	8.5%	-11.7%	-7.0%	-6.4	-13.7	6.0%
CC(C)(C)[C@@H]1C=C(C(N)=O)O[C@H](OCc2ccc(CO)cc2)C1	-0.2%	3.3%	-13.5%	2.0%	23.9%	37.6	0.7	-3.5%
Cc1cc(C)c(C#N)c(Cl)n1	2.9%	2.0%	-12.9%	17.9%	-3.0%	5.3	2.6	1.5%
COc1ccc(-c2ncn(CCC#N)c2[N+](=O)[O-])cc1	3.1%	-1.1%	3.6%	-8.4%	-8.6%[9.22 µM]	0.6	3.0	-5.0%
O=C1CCCCCN1Cc1ccccc1	1.1%	-8.9%	-11.5%	4.0%	-8.8%	-18.5	-0.8	-10.1%
O=C(COc1nsnc1N1CCOCC1)N1CCOCC1	0.8%	4.8%	nt	-7.6%	25.7%	-2.5	6.3	0.2%
CCCOc1ccc(C(=O)OCC(=O)c2c(N)n(C)c(=O)n(C)c2=O)cc1OC	-1.0%	5.5%	11.2%	-8.8%	5.6%	11.1	3.5	-17.2%
COc1cc(C)ccc1OCc1cc(C(=O)N2C[C@H]3CC[C@H]2C3)no1	1.8%	4.2%	8.9%	7.7%	?	11.3	8.0	-0.6%
Cc1cccc(C)c1NC(=O)C(c1ccnc2ccccc12)N1CCN(C)CC1 (stereo unspecified)	12.1%	0.6%	0.7%	-0.4%	5.5%	-23.0	-11.3	0.7%
C=CCOc1ccccc1CN1CCC(n2nccc2NC(=O)c2ccccc2)CC1	0.6%	6.6%	3.6%	8.0%	-3.0%	-8.2	-14.2	-6.9%
Cc1nc2nc(SCC(N)=O)[nH]c2cc1Br	-10.2%	1.8%	1.5%	9.4%	13.1%	31.3	8.1	-2.8%
Cc1nc(SCC(=O)O)c(C#N)c(-c2ccco2)c1C(=O)N(C)C	-1.2%	3.4%	-19.7%	-9.5%	8.8%	2.4	2.0	5.3%
Cc1c(CC(=O)NCC(=O)NCC(=O)O)c(=O)oc2cc3c(cc12)CCC(C)(C)O3	-3.4%	13.3%	-13.0%	-4.7%	-26.3%	-12.4	-11.9	3.5%
Cc1cc(Oc2nc3c(C)cccn3c(=O)c2/C=C(\C#N)S(=O)(=O)c2ccccc2)ccc1Cl	-1.0%	-11.9%	-6.0%	9.5%	-3.8%	?	0.0	8.5%
NS(=O)(=O)c1ccc(CNC(=O)/C=C/c2ccc(S(=O)(=O)N3CCOCC3)cc2)cc1	4.5%	-0.1%	20.0%	5.3%	3.5%	0.1	-0.3	13.4%
CCN(CC)S(=O)(=O)c1ccc(OC)c(NC(=O)C(C)Oc2ccc3c(C)cc(=O)oc3c2)c1 (stereo unspecified)	-0.6%	-1.6%	?	-10.0%	0.3%	-2.4	-6.6	-2.4%
Nc1ccccc1SC(CC(=O)c1ccccc1)c1ccc([N+](=O)[O-])cc1 (stereo unspecified)	8.8%	-29.3%	0.3%	-1.3%	5.5%	-51.4*	-7.0	10.1%
CCc1ccc(NC(=O)CCc2c(C)nn(-c3ccc(N4CCCC4)nn3)c2C)cc1	nt	nt	16.4%	3.7%	0.8%	nt	2.3	nt
CC(=O)N1CCc2c(sc(NC(=O)CS(=O)(=O)c3ccc(F)cc3)c2C#N)C1	5.4%	3.5%	7.0%	11.8%	15.2%	24.7	1.3	3.8%
CCc1nnc(NC(=O)CSc2ccc(Cl)cc2)s1	2.4%	-1.7%	32.4%	12.1%	-14.0%	18.3	-5.1	13.5%
O=C(CSc1ncnc2c(-c3ccc(Cl)cc3)nsc12)c1ccccc1	-2.5%	12.3%	2.7%	-16.6%	-20.8%	-6.0	-1.2	-2.0%
O=C(CC[C@H]1O[C@@H](n2ccc(=O)[nH]c2=O)[C@H](O)[C@@H]1O)NCc1ccco1	0.5%	9.0%	-13.3%	-7.0%	17.6%	12.9	8.9	1.5%
CC(=O)O[C@]1(C(C)=O)CC[C@H]2[C@@H]3C=CC4=CC(=O)C=C[C@]4(C)[C@H]3CC[C@@]21C	13.0%	8.5%	13.5%	-4.5%	-3.9%	5.8	0.2	1.2%
C[C@@H]1CN([C@H](C)CO)C(=O)c2c(c3ccccc3n2C)-c2ccccc2CO[C@H]1CN(C)Cc1ccccc1	1.2%	-11.7%	1.3%	9.0%	-4.3%	-22.1	-3.0	3.9%
O=C(COC(=O)CN1C(=O)C2CCCCC2C1=O)Nc1c(Cl)cccc1Cl (stereo unspecified)	2.0%	-0.5%	-11.2%	5.4%	22.2%	6.6	-7.5	3.9%
CCCCCCN1CCN(C2CN(Cc3cn(Cc4ccc(Cl)cc4)nn3)S(=O)(=O)C2)CC1 (stereo unspecified)	8.9%	-2.0%	-1.4%	-13.8%	6.4%	?	-7.8	-4.7%

Following part.
structure	aSyn rescue	EPAC2 antagonist	FUS suppressor	Abeta yeast res	TDP-43 yeast inh	DRD3 antagonist	DRD3 agonist	EPAC2 ag
O=C(NCC(=O)N1CCN(C/C=C/c2ccccc2)CC1)c1ccc(OC(F)F)cc1	-4.4%	-7.7%	0.0%	-0.9%	22.9%	-7.5	-2.3	1.4%
COc1ccccc1CNC(=O)C[C@@H]1C[C@H]2c3cc(N(C)C)ccc3O[C@H]2[C@H](CO)O1	-0.7%	6.9%	-0.2%	-2.8%	19.5%	12.6	3.1	-0.1%
CCC1CCc2sc(C(=O)NCC(c3ccccc3OC)N3CCCC3)cc2C1 (stereo unspecified)	0.6%[1.84 µM]	6.4%	20.5%	9.5%	11.3%	?	-19.2	11.5%
COn1c(SCC(=O)N(C)C)nc2ccccc2c1=O	3.1%	2.6%	8.7%	-7.8%	-8.0%	-24.8	1.6	0.4%
Cc1ccc(Sc2ccc(N3CCC(C(=O)Nc4ccc(Cl)cc4)CC3)nn2)cc1	nt	nt	-31.0%	-5.6%	28.1%	nt	4.6	nt
COCCCN1C(=O)C(=O)/C(=C(/O)c2ccc(S(=O)(=O)N3CCOCC3)cc2)C1c1ccc(F)cc1 (stereo unspecified)	2.6%	-8.0%	2.0%	-1.7%	6.3%	-2.7	-13.7	-7.3%
CCOC(=O)N1CCc2c(sc3c2C(=O)NC(c2ccccc2)N3)C1 (stereo unspecified)	2.8%	-1.4%	39.0%	-1.5%	-0.1%	11.5	2.8	-5.4%
COc1ccc2c(c1)SCC/C2=C\CN1C(=O)CCC1=O	7.6%	-2.3%	nt	1.8%	1.8%	-24.5	-12.1	11.8%
CN(Cc1ccc(Cl)c(Cl)c1)C(=O)C1CC(=O)N(c2ccc3c(c2)OCCO3)C1 (stereo unspecified)	3.0%	-17.5%	-1.8%	-7.5%	16.8%	-0.9	-1.1	6.0%
CN(CC1CCOCC1)C(=O)CC1C(=O)NCCN1CC(c1ccccc1)c1ccccc1 (stereo unspecified)	-3.4%	-1.9%	nt	4.7%	13.7%	?	0.4	-7.2%
O=C(c1cccc(S(=O)(=O)N2CCc3ccccc3C2)c1)N1CCN(c2ccccc2)CC1	13.4%	-1.9%	19.9%	19.7%	0.0%	13.9	1.5	-1.2%
O=C(O)c1cccc([N+](=O)[O-])c1C(=O)Nc1cccc2ccccc12	6.4%	-1.0%	17.2%	4.8%	-16.3%	-3.9	3.5	-2.9%
COc1ccc(NC(=O)C2CCN(c3nc(C)cc(C)n3)CC2)cc1	-3.9%	-1.8%	4.4%	7.5%	-1.4%	4.1	-2.1	5.8%

Some of these compounds in order of count of non-hydrogen atoms, ascending:
structure	aSyn rescue	EPAC2 antagonist	FUS suppressor	Abeta yeast res	TDP-43 yeast inh	DRD3 antagonist	DRD3 agonist	EPAC2 ag
CCc1nnc(NC(=O)CSc2ccc(Cl)cc2)s1	2.4%	-1.7%	32.4%	12.1%	-14.0%	18.3	-5.1	13.5%
O=C(COc1nsnc1N1CCOCC1)N1CCOCC1	0.8%	4.8%	nt	-7.6%	25.7%	-2.5	6.3	0.2%
COc1ccc(NC(=O)C2CCN(c3nc(C)cc(C)n3)CC2)cc1	-3.9%	-1.8%	4.4%	7.5%	-1.4%	4.1	-2.1	5.8%

Only DRD3 agonist, for 3 of the compounds above:
SMILES	DRD3 agonist
COCCCN1C(=O)C(=O)/C(=C(/O)c2ccc(S(=O)(=O)N3CCOCC3)cc2)C1c1ccc(F)cc1 (stereo unspecified)	-13.7
COc1ccccc1CNC(=O)C[C@@H]1C[C@H]2c3cc(N(C)C)ccc3O[C@H]2[C@H](CO)O1	3.1
COn1c(SCC(=O)N(C)C)nc2ccccc2c1=O	1.6
